Source: PubChem BioAssay (several laboratories)
PhoP inhibition = inhibitors of PhoP regulon expression, primary screen, Salmonella Typhimurium, GFP reporter (AID 1863) | inhibition, % at 50 µM, or IC50 in µM where a hit was titrated | hit rate 0.16% among 300,000 | S. Typhimurium PhoP-regulated promoter GFP reporter, 4 h; higher % means a stronger effect;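 active = inhibition over 29.93%, a cutoff 3 SD above the screen mean, later confirmed by dose response; inconclusive = inhibition over 29.93% but no dose response follow-up; inactive = inhibition at most 29.93% or unconfirmed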;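 also: 0% = low Mg2+ inducing control and 100% = high Mg2+ repressing control; strong numbers were not always called active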
NTR1 agonist = NTR1-driven beta-arrestin-GFP spot formation – imaging, U2OS cells, high content, primary screen (AID 493036). activation, % at 20 µM. hit rate 0.17% among 330,000. P30989. agonist mode;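 active = activation at or above 40% of the spot to cytoplasm intensity ratio, with at least 20 cells analyzed; inconclusive = wells under 20 cells, flagged as cytotoxic or low count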;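 also: 0% = DMSO without peptide and 100% = 100 nM NTR1 peptide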
Target sequence (P30989 whole entry, looked up): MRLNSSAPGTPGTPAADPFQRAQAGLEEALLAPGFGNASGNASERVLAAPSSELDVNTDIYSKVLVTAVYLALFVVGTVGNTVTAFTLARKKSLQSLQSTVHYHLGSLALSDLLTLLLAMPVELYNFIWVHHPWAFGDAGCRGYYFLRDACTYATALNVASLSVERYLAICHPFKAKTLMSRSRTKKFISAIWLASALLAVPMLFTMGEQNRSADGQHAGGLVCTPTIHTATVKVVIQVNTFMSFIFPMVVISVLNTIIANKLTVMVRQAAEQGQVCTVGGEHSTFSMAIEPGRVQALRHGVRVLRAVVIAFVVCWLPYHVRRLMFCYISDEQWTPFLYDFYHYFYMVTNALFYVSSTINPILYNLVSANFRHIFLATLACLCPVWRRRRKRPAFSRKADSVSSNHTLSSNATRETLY
Rac1 GTP hydrolysis = MgcRacGAP GTPase-activating activity inhibitors, confirmation, biochemical, ADP Hunter fluorescence. MgcRacGAP-stimulated Rac1 GTP hydrolysis, ADP Hunter fluorescence; higher % means a stronger effect; GST-tagged Rac1 F28L mutant substrate. inhibition, % at 30 µM, or IC50 in µM where a hit was titrated. hit rate 0.6% among 340,000. AID 624330;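 active = first-screen hits whose inhibition reached a set limit at any dose in the follow-up dose series; inconclusive = inhibition above the set first-screen limit but never retested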;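 also: fluorescence reports GDP produced by GAP-driven GTP hydrolysis; strong numbers were not always called active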
Myeloid diff MLP = compounds promoting myeloid differentiation; ER-HoxA9 myeloid progenitors, lysozyme-GFP differentiation, flow cytometry; calls only at 10 µM; AID 624256; hit rate 1% among 360,000;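 active = normalized GFP-positive differentiation at or above the plate's own cutoff, the solvent-only control mean plus 3 SD; inconclusive = no clear call, values can overlap the other calls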;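 also: cells exposed to compound for four days before flow analysis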
Large T inhibition = TAg ATPase/helicase activity blockers – biochemical (AID 1903). SV40 large T antigen ATPase/helicase inhibition assay; higher % means a stronger effect. inhibition, % at 20 µM, or IC50 in µM where a hit was titrated. hit rate 0.39% among 310,000; in the data active = a potency from the dose series; inconclusive = inhibition mostly from about 32% at the one dose, without a potency; inactive = the rest, 99 in 100 with inhibition below about 32%; also: strong numbers were not always called active
TNAP activation fold = human TNAP enzyme activators, primary screen, biochemical, luminescent, no phosphate acceptor, uHTS (AID 1001) | hit rate 0.03% among 200,000 | purified TNAP, luminescent activation assay, no phosphate acceptor; higher activation fold means a stronger effect | activation fold at 20 µM, or EC50 in µM where a hit was titrated; in the data active = activation fold from about 3, or a potency from the dose series; inactive = the rest, 99 in 100 with activation fold below about 1.6; also: many of its hits are not listed in these tables
K1F lysis inhibition = protection from phage-mediated lysis, alamar blue read-out – E. coli UTI89, K1F phage, bacterial capsule biogenesis inhibitors (AID 488966). one-dose inhibition, % at 100 µM; IC50 in µM for titrated hits. E. coli UTI89 K1F phage lysis, alamar blue, 2 h; higher % means a stronger effect. hit rate 0.02% among 340,000;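 active = phage lysis inhibition, versus mean bacterial control, above a set limit; inconclusive = no clear call, values can overlap the other calls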;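 also: capsule biogenesis inhibitors block K1F phage lysis so surviving cells raise fluorescence; higher fluorescence means more inhibition of phage lysis; actives were called in the ten point dose series up to 300 µM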
T cell HTS = T cell immune modulation candidate; 2C CD8+ T cell-vesicle binding, flow cytometry; stronger effect = lower value; calls only at 7 µM; hit rate 0.068% among 330,000;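 active = response, share of CD8 T cells binding vesicles, and their 90th percentile fluorescence all below set limits, cut at about 80% in these data, passing the limit was not always enough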
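Also added: QL9-peptide-loaded Drosophila micro-vesicles bearing Ld, ICAM-1 and B7-1; Test system: purified 2C TCR transgenic mouse naive CD8+ T cells; Measured by: cytometric PE anti-B7-1 and Alexa647 anti-CD8 signals after 1% paraformaldehyde fixation; Timing: binding step 1.5 h, 37 °C, antibody labelling 20 min, ice.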
RSV antiviral HEp-2 = RSV antiviral activity via CPE protection, HEp-2 cells, primary 10 µM value included (AID 2391) | hit rate 0.13% among 310,000 | HEp-2 cells, RSV-induced CPE inhibition; higher % means a stronger effect | one-dose CPE inhibition, % at 10 µM; IC50 in µM for titrated hits; in the data active = a potency from the dose series; inconclusive = CPE inhibition mostly from about 23% at the one dose, without a potency; inactive = the rest, 99 in 100 with CPE inhibition below about 21%; also: strong numbers were not always called active
T cell HTS vesicle-bound % = recorded beside T cell HTS, whose call it bears; double positive events, %; measured here: CD8+ vesicle-bound cell fraction;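 binding gate set so that unloaded-vesicle control wells show 10% double positive cells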
NTR1 agonist cell count 20 µM = recorded beside NTR1 agonist, whose call it bears; cell count; measured here: cell count, cytotoxicity flag
Myeloid diff MLP GFP+ MAC1+ % = further read-out of Myeloid diff MLP, marked with its call; GFP+ MAC1+ double positive, %; measured here: differentiation confirmed by MAC1 staining
* marks the source's active call; other numbers are inactive results; i = inactive; ? = inconclusive; nt = not tested or not shown; & = joins results of further samples; [ ] = another dose, or the depositor's remark.

SMILES	PhoP inhibition	NTR1 agonist	NTR1 agonist cell count 20 µM	Rac1 GTP hydrolysis	Myeloid diff MLP	Myeloid diff MLP GFP+ MAC1+ %	Large T inhibition	TNAP activation fold	K1F lysis inhibition	T cell HTS	T cell HTS vesicle-bound %	RSV antiviral HEp-2
Cc1nnc(SCCn2c(N3CCCC(C)C3)nc3c2c(=O)[nH]c(=O)n3C)s1 (stereo not given)	-9%	-1.3	78	-4%	i	1.7	3%	1	0.7%	i	52	0.0%
COc1cc(CNC(=O)CCCC/C=C\C(C)C)ccc1O	3%&-7%	-1.5	48	nt	nt	nt	25%&6%	1.1	nt	i	12	0.6%
O=C(O)Cc1ccc(NC(=O)c2ccc3c(c2)C(=O)N(Cc2ccco2)C3=O)cc1	-1%	1.0	49	17%	i	6.8	25%	nt	0.3%[50 µM]	i	61	1.8%
CC(=O)N1CCCc2cc(S(=O)(=O)NC(C(=O)NC3CCCCC3)C(C)C)ccc21 (stereo not given)	2%	1.5	46	5%	i	0.2	0%	1.1	2.0%[50 µM]	i	46	0.9%
CCc1cc(C(=O)O)c(NC(=O)/C=C/c2ccc(OC)cc2)s1	-5%	1.1	61	3%	i	0.9	12%	nt	1.3%	i	33	4.2%
CCCCNc1c(-c2ccc(OC)c(SC(C)CC)c2)nc2ccc(C)cn12 (stereo not given)	nt	51*	39*	10%	?	0.7	nt	nt	7.2%	i	10	nt
Cc1ccc(C(=O)N(CC(=O)NC2CCCCC2)c2ccccc2C)s1	3%	-1.2	55	2%	i	8.0	14%	1.1	-1.2%[50 µM]	i	27	0.8%
CCOc1ccc2[nH]c3c(N4CCN(C(=O)c5ccco5)CC4)ncnc3c2c1	4%	0.7	64	nt	i	0.7	23%	nt	nt	i	57	nt
CN(CC(=O)N1CCN(C2CCCCC2)CC1)S(=O)(=O)c1cccc2nsnc12	-4%	1.3	80	5%	i	1.4	10%	1.1	0.3%	i	23	0.7%
CC(C)CCNC(=O)c1cc(-c2ccncc2)nc2ccc(S(=O)(=O)N3CCOCC3)cc12	-10%	1.0	66	4%	i	0.5	4%	1.1	-0.1%	i	42	4.3%
CCCCNC(=S)NCc1ccc2[nH]c3c(c2c1)CCCC3	5%	-0.4	42	10%	i	3.9	12%	1.2	8.8%	i	32	3.1%
O=C(COC(=O)c1cc(C(F)(F)F)cc(C(F)(F)F)c1)NCc1ccc(Cl)cc1	2%	3.9	45	3%	i	0.4	0%	1.1	0.6%	i	53	0.7%
CCCCn1c(SCC(=O)NCc2ccc(OC)c(C(=O)O)c2)nc2cc(S(N)(=O)=O)ccc21	-2%	0.8	55	5%	i	0.7	8%	nt	0.0%	i	28	2.1%
COc1cccc(CNc2nc(-c3cccnc3)nc3ccccc23)c1	2%	6.6	52	5%	i	0.6	9%	1.1	-0.1%	i	25	1.0%
Cc1cccc(NC(=O)c2sc3nc(-c4ccccc4)cn3c2C)n1	1%	5.2	60	8%	i	5.7	8%	1.2	0.2%	i	3	11%
Nc1nnc(C(F)(F)F)s1	-3%	0.1	35	-7%	i	0.2	-1%	1.1	0.1%	i	41	0.5%
COc1ccc(CN(C(=O)c2cc3ccccc3oc2=O)C2CCS(=O)(=O)C2)cc1 (stereo not given)	-9%	0.0	58	-4%	i	1.5	10%	nt	-1.7%	i	16	1.1%
O=C(CN(c1ccc(Cl)c(Cl)c1)S(=O)(=O)c1ccccc1)N1CCc2ccccc2C1	13%	0.9	32	2%	i	2.4	4%	1.1	0.1%	i	22	4.3%
CCCn1c(N)c(C(=O)COC(=O)CCNS(=O)(=O)c2ccccc2F)c(=O)[nH]c1=O	-7%	0.5	45	0%	i	0.8	8%	nt	-0.2%[50 µM]	i	17	-2.0%
COCCNC(=O)COC(=O)c1ccc(OCC(=O)Nc2ccccc2OC)c(OC)c1	-8%	-1.0	33	10%	i	0.5	3%	1	0.7%	i	21	0.3%
CC(C)c1ccc(OC(=O)NCCO)cc1	5%	1.2	63	-3%	i	0.0	12%	1.1	-0.1%	i	33	1.7%
Cc1nc2ccc(NC(=O)c3ccc([N+](=O)[O-])cc3)cc2s1	14%	8.2	34	6%	i	0.2	5%	1.1	4.0%	i	46	2.5%
O=C1C2C(c3cccc(/C=C/c4ccccc4)c3)CC=CC2C(c2ccc(C(F)(F)F)cc2)N1Cc1ccccc1 (stereo not given)	4%	-0.3	56	6%	i	1.8	21%	nt	-2.4%	i	30	2.1%
CCC(C)(C)n1nnnc1C(C(C)C)N1CCN(C(=O)c2ccco2)CC1 (stereo not given)	-2%	-0.7	57	5%	i	2.7	5%	nt	0.3%	i	29	0.5%
CCOc1nc(SCCOc2ccc(Cl)cc2Cl)nc(N(C)C)n1	0%	5.1	59	12%	i	1.9	20%	1.1	2.0%[50 µM]	i	5	17%

(continued)
SMILES	PhoP inhibition	NTR1 agonist	NTR1 agonist cell count 20 µM	Rac1 GTP hydrolysis	Myeloid diff MLP	Myeloid diff MLP GFP+ MAC1+ %	Large T inhibition	TNAP activation fold	K1F lysis inhibition	T cell HTS	T cell HTS vesicle-bound %	RSV antiviral HEp-2
C=CCn1c(SCC(=O)Nc2sccc2C(N)=O)nc2sc(C)c(C)c2c1=O	8%	4.5	37	12%	i	8.1	8%	nt	0.3%	i	13	-1.1%
O=C(OC(C(=O)NCc1ccccc1)c1ccccc1)c1ccco1 (stereo not given)	-4%	-2.0	48	6%	i	1.7	5%	nt	-0.4%	i	49	1.7%
CCOC(=O)c1c(-c2ccccc2)cn2c(C)cc(C)nc12	-2%	2.2	51	6%	i	0.1	-4%	1.2	-3.0%	i	51	-0.8%
CC(C)(C#N)c1cc(Cn2cncn2)cc(C(C)(C)C#N)c1	2%&-8%	-0.2	57	nt	nt	nt	-18%&2%	1.1	nt	i	24	-2.0%
CC(NC(=O)C1CCC(C(C)(C)C)CC1)C(c1ccccc1)N1CCOCC1 (stereo not given)	-2%	0.3	88	10%	i	0.4	11%	1	0.1%	i	56	3.1%
Nc1ccc(S(=O)(=O)NNC(=O)C(=O)NNc2ccccn2)cc1	6%	-0.3	35	12%	i	0.6	11%	26µM*	2.8%	i	16	-0.8%
CN1CCS/C1=C/C=C1\SC(=S)N(CC(=O)O)C1=O	nt	-0.5	85	7%	i	0.6	nt	0.6	0.5%	i	42	-0.9%
C=CCOc1ccc(CN(C)C(=O)C2CCCO2)cc1 (stereo not given)	-3%	0.2	52	0%	i	1.1	8%	nt	0.1%	i	29	-0.5%
Cc1cccc(NC(=O)Cn2nc(-c3ccco3)ccc2=O)c1C	2%	0.6	53	5%	i	0.6	2%	nt	0.7%	i	32	0.7%
O=C(CSc1nnc2ccccn12)NNC(=O)c1cccc([N+](=O)[O-])c1	nt	-1.9	52	4%	i	0.3	nt	nt	0.3%[50 µM]	i	53	1.7%
COc1cccc(C2NC(CCSC)(C(=O)O)C3C(=O)N(C(C)C)C(=O)C23)c1O (stereo not given)	9%	-0.4	61	7%	i	3.4	-1%	1.1	-1.8%	i	44	1.0%
Cc1cc(CCN2CCC(=O)NC2=S)ccc1OC(C)C	16%	1.5	36	7%	i	1.1	-2%	1.1	0.0%	i	10	4.8%
CCC(CC)c1nnc(NC(=O)CCc2ccccc2OC)s1	2%	-1.3	48	1%	i	0.2	20%	nt	0.2%	i	29	1.9%
Cc1cnc(C(=O)OCC(=O)NC(=O)NC(C)C)cn1	-10%	-0.3	50	7%	i	1.0	2%	1.1	-0.1%	i	45	1.7%
CCOc1ccc(Br)cc1/C=N/O	10%	1.5	29	6%	i	6.3	-1%	1.1	0.5%	i	23	2.1%
O=C(c1ccco1)N1CCCN(Cc2nc(-c3cccs3)no2)CC1	-7%	-1.1	68	10%	i	0.9	14%	1	-0.3%[50 µM]	i	47	2.9%
O=C(CC1C(=O)NCCN1Cc1cccc(Oc2ccccc2)c1)NCCc1ccncc1 (stereo not given)	0%	0.4	53	12%	i	0.9	18%	1.2	0.2%	i	34	-1.6%
Cc1ccc(S(=O)(=O)N2CCC(=O)N(C(COCc3ccc(Cl)cc3)Cc3ccccc3)CC2)cc1 (stereo not given)	2%	6.6	86	12%	i	2.7	7%	1	0.4%	i	44	11%
CCCCn1c(CN2CCN(C(=O)OCC)CC2)nc2c1c(=O)n(C)c(=O)n2C	-11%	0.7	70	4%	i	2.3	3%	1.1	0.6%	i	43	7.8%
CC(=C/c1ccc(C(C)C)cc1)/C=N/NC(=O)c1ccncc1	-1%	4.7	83	11%	i	0.4	5%	1	0.2%	i	63	2.7%
COc1ccc(Cl)cc1-c1nc(-c2ccc(Br)o2)no1	-7%	-2.8	59	7%	i	0.8	14%	0.9	0.9%	i	43	0.9%
Cc1ccc(-c2nnc(COC(=O)c3ccco3)o2)cc1	3%	0.5	58	-1%	i	0.1	18%	nt	1.7%[50 µM]	i	87	1.7%
C=CCOC(=O)C1=C[C@H](c2coc3ccccc3c2=O)C[C@H](OCCCCO)O1	nt	-1.0	70	8%	i	1.9	4%	nt	0.4%	nt	nt	0.8%
O=C(c1cccc(F)c1)N1CCN(C(=O)C2CC2)CC1	16%	-2.7	72	4%	i	0.8	4%	1.1	-0.6%	i	35	0.9%
COCCN1CCN(C(=O)c2ccc3oc(CCCc4ccccc4)nc3c2)CC1	-5%	1.7	62	4%	i	0.8	5%	nt	0.0%	i	53	0.5%
CSc1nnc(C2CCN(CC(=O)Nc3ccccc3N3CCOCC3)CC2)n1C(C)C	-1%	0.1	52	8%	i	0.5	4%	nt	0.1%	i	35	1.2%
CC1CCN(S(=O)(=O)c2ccc3c(c2)N(CC(=O)NCCCN2CCCC(C)C2)C(=O)CS3)CC1 (stereo not given)	3%	0.2	66	12%	i	2.1	5%	nt	0.4%	i	32	0.5%
CCCC1=C(C(=O)OCC)C(c2cc(Cl)cc(OC)c2OCc2ccccc2)NC(=O)N1 (stereo not given)	0%	12	87	3%	i	0.7	26%	1.1	2.8%	i	31	16%
O=C(c1ccco1)N1CCN(C(=O)c2oc(=O)c3ccccc3c2-c2ccccc2)CC1	2%	-0.8	36	5%	i	2.0	2%	1.1	5.8%	i	37	2.1%
